NLRP3 yeast inh: NALP3 inflammasome inhibitors in reconstituted yeast, primary screen, luminescence, uHTS | Yeast reconstituted NLRP3/ASC/caspase-1, beta-gal luminescence, 24 h | inhibition, % at 10 µM | hit rate 0.39% among 330,000 | AID 2825, 2010;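 active = inhibition of 50% or more; inactive = inhibition below 50%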;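 note: plate controls were induced DMSO wells for no effect and uninduced yeast grown without galactose for full effect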
tim10-1 inh: growth inhibitors of tim10-1 mutant yeast, primary screen, luminescence, uHTS | S. cerevisiae tim10-1 ts strain growth, BacTiter-Glo, 24 h | inhibition, % at 20 µM | hit rate 2.2% among 330,000;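 active = inhibition of at least 40%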;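 note: mutant grown at 25 °C; 0% = DMSO wells with yeast and 100% = wells holding no yeast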
A3A deaminase: APOBEC3A ssDNA deaminase inhibitors, primary screen, selectivity assay for APOBEC3G inhibitor project, biochemical, FAM/TAMRA oligo cleavage fluorescence; DNA dC->dU-editing enzyme APOBEC-3A (Homo sapiens), P31941; inhibition, % at 20 µM; recombinant A3A, FAM/TAMRA ssDNA deamination fluorescence; AID 493011, 2011; hit rate 0.41% among 330,000;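 active = at least 40% inhibition at 20 µM here, with at most 30% in a related deaminase screen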;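 note: plate controls were A3A with DMSO for no effect and wells lacking A3A enzyme for full effect; some results filed as inactive read as strong as hits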
Target sequence (P31941 whole entry, looked up): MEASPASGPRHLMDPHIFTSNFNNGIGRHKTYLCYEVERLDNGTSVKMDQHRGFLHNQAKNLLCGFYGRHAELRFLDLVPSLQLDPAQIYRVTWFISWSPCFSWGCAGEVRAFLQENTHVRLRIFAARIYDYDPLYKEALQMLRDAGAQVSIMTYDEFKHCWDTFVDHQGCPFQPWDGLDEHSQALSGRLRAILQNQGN
TIM10 inh: growth inhibitors of isogenic TIM10 control yeast, primary screen, counter-screen for tim10-1 yeast inhibitor project, luminescence, uHTS; S. cerevisiae TIM10 strain growth, BacTiter-Glo luminescence, 24 h; inhibition, % at 10 µM; hit rate 1.4% among 330,000; AID 463195, 2010;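 active = inhibition of 40% or more at the single tested concentration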;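 note: wild-type TIM10 isogenic control strain grown at permissive 25 °C; 0% = DMSO yeast wells and 100% = minimal medium wells without yeast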
mIAP block: inhibitors of mouse IAP, primary screen, biochemical, luminescence, uHTS; intestinal alkaline phosphatase [Mus musculus]; purified mouse IAP, CDP-Star luminescence, 30 min; AID 2806, 2010; inhibition, % at 10 µM; hit rate 0.2% among 330,000;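 active = inhibition of at least 40% at 10 µM in the primary screen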;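 note: plate controls were DMSO with enzyme for no effect and no enzyme wells for full effect; values of inactives mirror those of a sister screen read the other way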
MIN6 prolif: inducers of MIN6 beta-cell proliferation, primary screen, ATP luminescence, uHTS | MIN6 cells proliferation, ATPlite luminescence, 48 h; cells starved in 0.2% serum; 100% = growth in 10% serum | proliferation, % at 10 µM | hit rate 0.29% among 330,000 | AID 2380, 2010;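 active = compounds whose signal lies at least 3.5 SD above the mean of all wells on their plate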;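 note: 0% = DMSO-treated cells in low-serum medium and 100% = 10% serum control; some compounds called inactive have numbers as strong as hits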
APOBEC3G inh: APOBEC3G DNA deaminase inhibitors, primary screen, biochemical, fluorescence, single-stranded DNA substrate, uHTS. DNA dC->dU-editing enzyme APOBEC-3G (Homo sapiens), Q9HC16. recombinant A3G, ssDNA deamination FAM/TAMRA fluorescence. inhibition, % at 20 µM. hit rate 0.28% among 330,000. AID 493012, 2011;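 active = inhibition of at least 40% at 20 µM, with no more than 30% in the related APOBEC3A deaminase screen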;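 note: plate controls were DMSO wells with A3G for no effect and wells lacking A3G enzyme for full effect; some compounds called inactive have numbers as strong as hits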
mIAP act: activators of mouse IAP, primary screen, biochemical, luminescence, uHTS; intestinal alkaline phosphatase [Mus musculus]; muIAP, CDP-Star luminescence, 30 min; hits give high values; 1 = vehicle-only enzyme signal, 0 = enzyme-free wells; activation factor at 10 µM; hit rate 0.24% among 330,000; AID 2805, 2010;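 active = activation factor of at least 2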; note: the source names both 10 and 20 µM as test concentration; values of inactives mirror those of a sister screen read the other way
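Assay system: mouse IAP enzyme; reagent: chemiluminescent substrate CDP-Star; dosing: test compounds delivered from DMSO solution; schedule: 30 min at room temperature; measured by: luminescence from enzymatic CDP-Star hydrolysis; controls: DMSO-only wells and no-enzyme negative control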
hIAP inh: human IAP inhibitors, primary screen, biochemical, luminescence, uHTS. purified IAP, CDP-Star luminescence, 30 min. inhibition, % at 10 µM. hit rate 0.12% among 330,000. AID 2544, 2010;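 active = inhibition reaching a set limit with compound at 10 µM in the primary screen, cut at about 35% in these data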;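 note: plate controls were DMSO wells with enzyme for no effect and no-enzyme buffer wells for full effect; values of inactives mirror those of a sister screen read the other way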
Target sequence (P09923 whole entry, looked up): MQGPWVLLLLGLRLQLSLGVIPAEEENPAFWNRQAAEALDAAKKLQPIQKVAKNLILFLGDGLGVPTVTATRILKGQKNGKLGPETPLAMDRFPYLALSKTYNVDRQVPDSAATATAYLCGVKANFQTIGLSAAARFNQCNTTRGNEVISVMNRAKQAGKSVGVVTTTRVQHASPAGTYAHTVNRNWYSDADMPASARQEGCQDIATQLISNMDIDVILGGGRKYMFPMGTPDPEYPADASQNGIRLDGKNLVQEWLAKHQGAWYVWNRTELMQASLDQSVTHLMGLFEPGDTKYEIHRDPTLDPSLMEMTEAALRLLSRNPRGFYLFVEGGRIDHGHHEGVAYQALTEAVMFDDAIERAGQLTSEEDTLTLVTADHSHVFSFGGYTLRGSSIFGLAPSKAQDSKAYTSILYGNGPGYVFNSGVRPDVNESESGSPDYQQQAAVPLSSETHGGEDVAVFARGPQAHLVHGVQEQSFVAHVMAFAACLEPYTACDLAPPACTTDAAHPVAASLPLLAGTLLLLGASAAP
An asterisk follows results filed as active. An unsorted share of the library; 4.6% or so of the library scored in one or more.

SMILES | NLRP3 yeast inh | tim10-1 inh | A3A deaminase | TIM10 inh | mIAP block | MIN6 prolif | APOBEC3G inh | mIAP act | hIAP inh
O=[N+]([O-])c1ccc(OCCn2cnc3ccccc32)cc1 | 22 | -7 | 2 | 3 | 5 | -3 | -4 | 0.95 | 10
COc1ccc(C(CCN)Cc2ccccc2)cc1 (stereo not drawn) | -1 | 15 | -2 | 14 | 1 | -1 | 0 | 0.99 | 5
CCc1ccccc1NC(=O)CSc1n[nH]c(-c2cccnc2)n1 | 8 | 2 | -3 | 11 | 13 | 0 | -11 | 0.87 | 0
COc1cccc(/C=C/C(=O)OCC(=O)N2c3ccccc3CC2C)c1OC (stereo not drawn) | 14 | 16 | 4 | 29 | 8 | 0 | 2 | 0.92 | 3
O=C(NC1CCN(Cc2ccccc2)CC1)C(NS(=O)(=O)c1cccc2nsnc12)c1ccccc1 (stereo not drawn) | 12 | -12 | 2 | -5 | -6 | 0 | -8 | 1.1 | -6
O=C(CCS(=O)(=O)c1ccc(Cl)cc1)Nc1ccc(N2CCOCC2)cc1 | -3 | 13 | -1 | 4 | -8 | -3 | -1 | 1.1 | 13
C=C(C)c1cccc(C(C)(C)NC(=O)N2CC(C)OC(C)C2)c1 (stereo not drawn) | -12 | 10 | -2 | 11 | -1 | -1 | 0 | 1 | 14
COc1ccc(-c2cn(CCN)c(-c3ccncc3)n2)cc1 | -4 | -3 | 0 | -11 | -5 | -1 | -4 | 1.1 | 17
CN1C(C(=O)NCc2cccc(Br)c2)CC2Cn3c(nc4cc5ccccc5cc43)C21 (stereo not drawn) | 5 | 19 | 2 | -4 | -23 | -4 | -2 | 1.2 | -19
COc1ccc(OC)c2[nH]c(=O)c(CCNC(=O)Cc3cccs3)cc12 | 24 | 11 | 0 | 0 | 1 | -1 | -11 | 0.99 | -9
CC(=O)N1CCc2cc(Br)cc(S(=O)(=O)NCC3CCCO3)c21 (stereo not drawn) | -12 | 12 | 0 | -12 | 0 | -2 | 2 | 1 | -4
COc1ccc(NS(=O)(=O)c2ccc3oc(SC4CCOC4=O)nc3c2)cc1 (stereo not drawn) | 12 | 19 | -1 | 1 | -4 | -3 | 5 | 1 | -10
O=C1Cc2ccccc2N1c1c(Cl)cccc1Cl | -14 | 6 | -1 | -6 | 7 | -4 | -8 | 0.93 | 2
O=C(Nc1ccc(N2CCN(C(=O)c3ccco3)CC2)c(Cl)c1)c1c(F)c(F)c(F)c(F)c1F | -3 | 26 | 3 | 15 | -4 | -4 | 7 | 1 | -6
O=C(CCCO)NC1Cc2ccccc2C1 | -12 | -6 | 4 | 2 | -3 | 0 | 1 | 1 | 6
C[C@H](CO)N1C[C@H](C)[C@@H](CN(C)C)Oc2c(NC(=O)C3CC3)cccc2C1=O | -3 | -13 | 3 | -7 | -5 | 3 | -4 | 1.1 | 2
CCOc1ccc(C(=O)Nc2nc(C)cc(C)n2)cc1[N+](=O)[O-] | 10 | 17 | 10 | 3 | -3 | -2 | -2 | 1 | 6
CSCC[C@H](NC(=O)Cc1c(C)c2c(cc(C)c3c(C)c(C)oc32)oc1=O)C(=O)O | 16 | 13 | -3 | 12 | 3 | 5 | -6 | 0.97 | 17
O=[N+]([O-])c1nn(-c2ccc3c(c2)OCCO3)n(O)c1=NCc1ccccc1Cl | 24 | -3 | 3 | -4 | 2 | -2 | -2 | 0.98 | -18
COc1cccc(C(=O)NCCS(=O)(=O)N2CCCCC2)c1 | 25 | -15 | -1 | -7 | 6 | -3 | -6 | 0.94 | 6
CS(=O)(=O)c1cccc(C(=O)OCC(=O)NC(=O)Nc2ccccc2F)c1 | 23 | -6 | -1 | -16 | -6 | -3 | -2 | 1.1 | -21
Cc1ccc(CS(=O)Cc2ccc(C(=O)NCCc3ccccc3)o2)cc1 (stereo not drawn) | 11 | -13 | -1 | -3 | 2 | 0 | -1 | 0.98 | -13
CC1CC(C)CN(S(=O)(=O)c2ccc(C(C)(C)C)cc2)C1 (stereo not drawn) | 18 | 23 | 1 | 17 | 7 | -4 | -7 | 0.93 | -15
Cc1c([N+](=O)[O-])cnc(Sc2ccccc2)c1[N+](=O)[O-] | 15 | 27 | 1 | -12 | 4 | -4 | 0 | 0.96 | -29
COC(=O)Cn1c(C)c(C(C)=O)c(C(C)=O)c1C | 8 | 0 | 3 | 4 | 7 | 0 | -3 | 0.93 | 3
COc1ccc([N+](=O)[O-])cc1N(CC(=O)N1CCN(Cc2ccccc2)CC1)S(C)(=O)=O | 15 | 8 | -4 | 8 | 13 | -3 | -1 | 0.87 | -9
COc1c(C)cc(Br)cc1C(=O)Nc1ccc(N2CCN(S(C)(=O)=O)CC2)cc1 | 1 | 7 | -2 | 7 | 8 | 1 | -7 | 0.92 | 10
O=C(OCC(=O)N1CCCC1)c1ccccc1O | 13 | 16 | 2 | 4 | 3 | 0 | -6 | 0.97 | 8
COc1ccc(-c2nnc3n2N=C(C)CS3)cc1 | 10 | 11 | -2 | -1 | 0 | 2 | -14 | 1 | 2
CCN(CC)C(=O)COc1cc(C)c(Cl)c(C)c1 | 19 | 2 | -1 | 5 | 2 | -1 | -5 | 0.98 | 10
CCCOc1ccc(C(=O)Nc2ccc(N3CCN(C(C)=O)CC3)cc2)cc1 | 23 | 28 | -8 | -2 | -10 | -3 | -7 | 1.1 | -16
Cc1cccc(NS(=O)(=O)c2cc3c4c(c2)C(C)C(=O)N4CCC3)c1 (stereo not drawn) | 19 | 2 | -6 | 2 | 8 | -2 | -8 | 0.92 | -7
O=C(COC(=O)c1cc[n+]([O-])cc1)Nc1ccc(F)c([N+](=O)[O-])c1 | 4 | -4 | 3 | -8 | 8 | -3 | 4 | 0.92 | 9
O=C(Nc1ccccc1N1CCOCC1)c1cc(-c2ccco2)nc2ccccc12 | 17 | 20 | 13 | 4 | -4 | -2 | 9 | 1 | 4
O=C(Nc1ccc(-c2cnco2)cc1)c1ccc(Cl)cc1 | 25 | -2 | 0 | 3 | 11 | 1 | -3 | 0.89 | 22
O=C1CC(N2CCN(Cc3ccccc3)CC2)C(=O)N1 (stereo not drawn) | -10 | -4 | -2 | -3 | 2 | -3 | -5 | 0.98 | -25
COc1ccc(S(=O)(=O)Nc2nnc(Cc3ccc(OC)c(OC)c3)s2)cc1 | 12 | 15 | 1 | -2 | -1 | 5 | -7 | 1 | -5
O=C(NCc1ccco1)c1nc2ccccc2s1 | 14 | 14 | 0 | 5 | 6 | -3 | -6 | 0.94 | 3
Cn1nc(C(F)(F)F)c(-c2ccccc2)c1NC(=O)c1ccco1 | 3 | 4 | -3 | 14 | -10 | -1 | -10 | 1.1 | 10
CC1(C(=O)N2CC3(CC(c4ccccc4)=NO3)C[C@H]2C(=O)NCC(N)=O)CC1 (stereo partly drawn) | 11 | -29 | 0 | -3 | 1 | -3 | -10 | 0.99 | 16
CNC(=O)N(c1ccccc1)c1ccccc1 | -13 | 13 | -3 | -11 | -1 | 1 | -6 | 1 | -4
CCOC(=O)C1CCN(C(=O)c2cc3c(s2)-c2ccccc2OC3)CC1 | 10 | 28 | -3 | 12 | 5 | -2 | -13 | 0.95 | 12
O=C(CSc1nnc(CNC(=O)c2c(F)cccc2F)o1)NCc1ccco1 | 20 | 2 | 8 | -5 | 4 | 0 | -3 | 0.96 | 4
CN(C)CCn1c(=O)n(-c2cccc(Cl)c2)c(=O)c2c3c(sc21)CCCCC3 | 12 | 14 | -2 | 7 | 8 | -4 | -8 | 0.92 | 22
CC1(C)CC(=O)C(C=NCCc2ccc(O)cc2)=C(O)C1 | 10 | -6 | 1 | 3 | 6 | -2 | -1 | 0.94 | -5

Three compounds already listed, sorted by the number in mIAP act, low to high.
Structure,mIAP act
CN(C)CCn1c(=O)n(-c2cccc(Cl)c2)c(=O)c2c3c(sc21)CCCCC3,0.92
O=C(NCc1ccco1)c1nc2ccccc2s1,0.94
O=C(CSc1nnc(CNC(=O)c2c(F)cccc2F)o1)NCc1ccco1,0.96

(cont.)
SMILES | NLRP3 yeast inh | tim10-1 inh | A3A deaminase | TIM10 inh | mIAP block | MIN6 prolif | APOBEC3G inh | mIAP act | hIAP inh
CC(=O)C1CCC2C3CCC4=CC(=O)CC[C@]4(C)[C@@]3(F)C(O)C[C@]12C (stereo partly drawn) | 7 | 23 | -1 | 1 | 4 | -1 | -6 | 0.96 | 11
CCn1nnc(NC(=O)c2cccc(-c3cc4ccccc4oc3=O)c2)n1 | 6 | -1 | 6 | 15 | 1 | -3 | 0 | 0.99 | 15
CC(NC(=O)COC(=O)C1=NN(c2ccccc2)C(=O)CC1)c1ccccc1 (stereo not drawn) | 3 | -15 | -1 | -2 | 3 | 3 | -5 | 0.97 | 0
O=S(=O)(NC1CC(NS(=O)(=O)OCC(Cl)(Cl)Cl)C2CCCCC12)OCC(Cl)(Cl)Cl (stereo not drawn) | 16 | -8 | 2 | -45 | 22 | -8 | 3 | 0.78 | -27
Nc1nonc1-n1nnc(C(=O)N/N=C/c2ccoc2)c1-c1ccccc1 | 22 | 19 | -2 | 2 | 4 | -3 | -8 | 0.96 | -11
Cc1ccnc(NS(=O)(=O)c2cccc([N+](=O)[O-])c2)c1 | -8 | 9 | -1 | 2 | 0 | 2 | -9 | 1 | 6
COCCCn1c(SCC(=O)c2ccccc2)nc2ccccc2c1=O | 15 | 0 | 0 | -7 | 10 | 4 | 1 | 0.9 | 7
N#CC1=C(SCc2ccccc2)NC(=O)CC1c1cccc(O)c1 (stereo not drawn) | 20 | -22 | -3 | -19 | 3 | -3 | -7 | 0.97 | 7
O=C(O)c1ccc(N2C(=O)C3C4c5ccccc5C(Br)(c5ccccc54)C3C2=O)cc1 (stereo not drawn) | 5 | 18 | -4 | -6 | 5 | -3 | -4 | 0.95 | -13
CC(=S)/C=C1\Sc2ccccc2N1C | 31 | 29 | 3 | 19 | 16 | -4 | 6 | 0.84 | 14
COc1ccc(C(CNc2ncnc3sc(C)c(C)c23)N(C)C)cc1 (stereo not drawn) | 11 | 2 | 0 | 2 | -2 | -3 | -2 | 1 | -2
CN(Cc1ccccc1)C(=O)Cn1c(=O)c2cccn2c2cccnc21 | -8 | 31 | 2 | -1 | -5 | -3 | 1 | 1.1 | 7
Cc1nnc(NC(=O)c2cccc(S(=O)(=O)N3CCOCC3)c2)s1 | 12 | -3 | -4 | 4 | -5 | -2 | -5 | 1.1 | -14
Cn1cccc1/C=C1\SC(=O)N(c2ccccc2)C1=O | 32 | 5 | -1 | 2 | 5 | 0 | -9 | 0.95 | 11
COc1cc(NC(=O)Cn2nnc(-c3ccncc3)n2)cc(OC)c1 | 1 | -6 | -2 | 12 | -4 | 0 | -6 | 1 | -9
COc1ccc(NC(=S)NN2CCN(C)CC2)cc1OC | -11 | 28 | -7 | 9 | -4 | 0 | -10 | 1 | -10

Source: PubChem BioAssay
